Jurkat viability: reduces viability or proliferation of Jurkat cells; inhibition, % at 4 µM; 56,000 compounds, 1.2% hits; AID 463; Jurkat E6.1 viability, ATP luminescence, 48 h;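 active = inhibition above the mean inhibition of all tested compounds plus 3 SD, cut at about 28% in these data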
HTR1E agonist: activates the human 5-HT1E serotonin receptor | CHO 5-HT1E Ga15 NFAT-bla reporter, FRET; 0% DMSO wells, 100% control agonist wells | activation, % at 6 µM | P28566 | AID 574 | 65,000 compounds, 0.69% hits;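 active = activation above a set limit, the screen-wide mean activation plus 3 SD, cut at about 8.5% in these data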;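 note: 100% = positive control agonist at 1 µM giving full maximal response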
5-HT1A blocker: 5-HT1a (human) receptor antagonism. CHO 5-HT1a Ga15 NFAT-bla reporter, antagonist mode. inhibition, % at 10 µM. 62,000 compounds, 0.68% hits. P08908;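 active = inhibition above the mean of all tested compounds plus 3 SD, cut at about 43% in these data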;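 note: receptor stimulated by 5-CT agonist at 100 nM near EC80; beta-lactamase reporter measured by ratiometric fluorescence of a cleavable substrate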
Target sequence (P08908 whole entry, looked up): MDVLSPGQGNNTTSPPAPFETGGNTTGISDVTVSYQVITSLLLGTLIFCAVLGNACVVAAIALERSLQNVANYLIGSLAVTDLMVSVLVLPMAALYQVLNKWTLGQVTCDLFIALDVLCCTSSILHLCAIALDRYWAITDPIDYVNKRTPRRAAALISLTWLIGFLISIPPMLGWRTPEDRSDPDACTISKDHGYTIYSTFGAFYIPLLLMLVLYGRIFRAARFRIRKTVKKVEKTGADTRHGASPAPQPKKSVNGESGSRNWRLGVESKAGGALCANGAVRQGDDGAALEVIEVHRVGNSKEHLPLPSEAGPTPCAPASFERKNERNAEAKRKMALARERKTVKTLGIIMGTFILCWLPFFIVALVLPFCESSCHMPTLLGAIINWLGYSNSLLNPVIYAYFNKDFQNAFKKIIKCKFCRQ
M1 antagonist: M1 muscarinic receptor (rat) antagonism. CHO-M1 cells, Fluo-4 calcium, ACh EC80 antagonist mode; hits give low values. B-score at 10 µM. 64,000 compounds, 3.4% hits;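 active = calcium fluorescence response, raw or row-and-column corrected B-score, differing from the plate sample mean either way at a set confidence level, mostly lower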
Target sequence (P08482 whole entry, looked up): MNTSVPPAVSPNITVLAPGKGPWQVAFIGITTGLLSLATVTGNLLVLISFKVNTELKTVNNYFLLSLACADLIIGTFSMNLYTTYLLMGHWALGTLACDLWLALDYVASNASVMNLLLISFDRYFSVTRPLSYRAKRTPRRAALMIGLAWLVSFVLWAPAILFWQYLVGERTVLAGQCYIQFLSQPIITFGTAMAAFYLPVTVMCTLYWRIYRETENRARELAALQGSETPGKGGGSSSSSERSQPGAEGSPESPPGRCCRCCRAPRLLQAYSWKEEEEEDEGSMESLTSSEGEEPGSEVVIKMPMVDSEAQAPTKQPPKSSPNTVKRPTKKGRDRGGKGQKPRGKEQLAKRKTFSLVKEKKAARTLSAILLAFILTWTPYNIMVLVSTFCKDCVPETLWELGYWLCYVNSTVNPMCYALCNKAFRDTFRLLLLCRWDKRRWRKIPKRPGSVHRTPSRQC
S1P3 agonist: S1P3 (human) receptor agonism; S1P3 NFAT-BLA reporter cells, FRET ratio; relative to 1 µM S1P, basal subtracted; activation, % at 4.5 µM; 60,000 compounds, 0.1% hits; AID 373;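 active = activation above the screen-wide mean plus 3 SD, cut at about 4.5% in these data, passing the limit was not always enough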; note: some compounds called inactive have numbers as strong as hits
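Material: Human S1P3 NFAT-BLA reporter CHO cells | Incubation: Overnight plating, 4 h compound 37 °C, 2 h substrate RT | Signal: FRET β-lactamase substrate fluorescence, excitation 405 nm, 460/535 nm emission ratio, background-subtracted | Compound: 4.5 µM final, single dose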
5HT1a ag: 5-HT1a (human) receptor agonism | activation, % at 10 µM | P08908 | CHO 5-HT1a Ga15 NFAT-bla reporter, FRET ratio; 0% basal, 100% maximal reference agonist | 65,000 compounds, 0.56% hits | AID 567;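 active = activation above the screen-wide mean activation plus 3 SD, cut at about 19% in these data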;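 note: 0% = DMSO wells and 100% = 5-CT at EC100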
HTR1E antagonist: antagonists of human 5-HT1E serotonin receptor; AID 571; inhibition, % at 6 µM; 65,000 compounds, 0.99% hits; P28566; CHO 5-HT1E Ga15 NFAT-bla reporter, FRET, antagonist;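 active = inhibition above a set limit, the mean inhibition across every tested compound plus 3 SD, cut at about 29% in these data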;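 note: signal is the 460 over 535 nm emission ratio of beta-lactamase substrate; 0% = agonist plus DMSO wells and 100% = wells without agonist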
S1P1 ag pot: activates or potentiates agonism at human S1P1 receptor; P21453; S1P1 CRE-bla cells, forskolin, beta-lactamase FRET, potentiator mode; S1P1 agonist co-added at EC20, 2 nM; 100% = saturating reference agonist, 0% = basal; activation, % at 9.5 µM; 56,000 compounds, 0.57% hits; AID 449;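 active = activation above a cutoff set at the mean activation of all tested compounds plus 3 SD, cut at about 54% in these data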;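 note: forskolin at 4 µM as EC80 and the EC20 agonist is SEW2871; 100% = SEW2871 at its EC100 plus forskolin at EC80; some compounds past the cut are filed as inactive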
M1 ag: activates the M1 muscarinic receptor; CHO-M1 cells, Fluo-4 calcium fluorescence, agonist mode; hits give high values; AID 626; 64,000 compounds, 3% hits; B-score at 10 µM;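 active = fluorescence rise, raw or as B-score row- and column-corrected plate score, outside the 99.7% band of its plate's samples, either direction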
* = called active by the depositor; . = no result given. The order is random. Share with any hit: about 8.9%.

SMILES | Jurkat viability | HTR1E agonist | 5-HT1A blocker | M1 antagonist | S1P3 agonist | 5HT1a ag | HTR1E antagonist | S1P1 ag pot | M1 ag
N#CCCCSc1nnnn1-c1cccc(Cl)c1 | -8 | -0.7 | -2 | -0.077 | -0.4 | -0.4 | 5 | 12 | -0.027
Cc1cc(NC(=O)Cc2ccccc2)no1 | . | -0.4 | 4 | -0.33 | . | 0.1 | -5 | . | 0.21
O=S(=O)(c1ccccc1)c1nc(-c2cccs2)oc1NCCCn1ccnc1 | 16 | -0.4 | -3 | -0.0015 | -0.6 | -2.6 | 6 | -4 | 0.77
Cc1nc2sc(C(c3cccs3)N3CCN(Cc4ccccc4)CC3)c(O)n2n1 (configuration not stated) | 4 | 0.8 | 6 | 0.18 | -0.6 | -2.3 | -8 | 13 | -0.27
COc1cc(Cl)c(C)cc1NC(=O)COc1cc(C)nc(C(C)C)n1 | 9 | 0.0 | 14 | 0.16 | 1.1 | -1.9 | 5 | -12 | 0.18
Cc1ccnc(NC(=O)COc2ccc3oc4c(c3c2)CCCC4)c1 | -1 | -1.2 | 22 | -0.88 | -0.1 | -0.5 | -6 | . | -0.33
CCOC(=O)N1CCN(C(=O)COc2ccc(S(=O)(=O)NC(C)C)cc2)CC1 | -6 | 0.3 | -8 | 0.35 | -0.1 | 0.2 | -8 | -13 | 1.1
O=C(c1cnc2ccccn2c1=O)N1CCCc2ccccc21 | -8 | -1.3 | 4 | 0.34 | -0.2 | -0.8 | -4 | -14 | -0.91
COc1ccccc1NC(=O)CSc1nnc(Cc2cc(=O)[nH]c(=O)[nH]2)n1-c1ccccc1 | -12 | -0.5 | 2 | 0.52 | -0.7 | -2.0 | 2 | 6 | -0.098
CCN1CCCC1CNC(=O)c1csc2c1CCCC2 (configuration not stated) | 8 | 3.7 | 23 | -1.3 | -0.3 | -2.4 | -1 | 4 | -0.31
CN1CC[n+]2cnc3ccccc3c21 | 4 | 0.5 | 2 | 0.46 | -0.8 | -4.1 | 6 | -16 | -0.38
CCN(CCNC(=O)Nc1ccc(Cl)cc1)c1ccccc1 | 7 | -0.6 | 18 | -0.91 | -1.0 | -4.9 | 14 | 21 | -0.7
CCC(NC(=O)OC(C)(C)C)C(=O)Oc1ccc2c3c(c(=O)oc2c1)CCC3 (configuration not stated) | -5 | 0.8 | -1 | 0.89 | -0.6 | -3.1 | 10 | -3 | -0.85
CCOC(=O)c1ccccc1NC(=O)CSc1nc2ccccc2n1CC(=O)N1CCCC1 | -2 | -0.7 | 7 | 0.36 | 0.3 | 0.5 | 28 | -41 | 0.15
O=C1CC(N(O)C2CC(=O)N(Cc3ccccc3)C2=O)C(=O)N1Cc1ccccc1 (configuration not stated) | . | -0.5 | . | -0.76 | -4.8 | 3.9 | 3 | 6 | 1.8
Cc1nc2nc[nH]c2cc1Br | -2 | -1.3 | -17 | . | 0.5 | -2.6 | -1 | -5 | .
COc1cccc(-n2nnnc2SCC(=O)NCCc2ccccc2)c1 | -1 | -0.9 | 2 | -0.42 | -0.8 | -0.4 | 1 | 13 | 0.2
COc1ccc(OC)c(NC(=O)NCc2ccc(F)cc2)c1 | -2 | 0.5 | 12 | 0.33 | -0.8 | -3.0 | -9 | 7 | 0.48
COc1ccc(-c2csc(NCc3ccco3)n2)cc1C | 5 | 1.0 | 18 | 0.18 | -1.2 | -1.5 | -9 | -30 | -0.038
O=C(Cn1nc(-c2ccccc2)ccc1=O)NCCN1CCN(Cc2ccccc2)CC1 | 1 | 0.1 | -3 | 0.54 | -0.6 | -3.7 | -8 | 6 | 0.23
COc1cccc(OC)c1NC(=O)Cc1nn(C)c(=O)c2ccccc12 | 7 | -0.5 | 3 | 0.54 | -1.2 | -2.3 | -1 | -14 | 0.13
COCC(=O)NCc1ccc2c(c1)OCO2 | 5 | -0.2 | -8 | 0.51 | -1.1 | -0.7 | 15 | -6 | -1.1
N#Cc1c(N)nc2c(c1-c1ccco1)CCCCC2 | 0 | 0.2 | -12 | 0.35 | -0.6 | 0.6 | 23 | -53 | -0.52
Cc1ccc(-c2cc(-c3ccc(F)cc3)nc(N)c2C#N)o1 | 5 | 0.7 | -11 | . | 0.0 | 4.5 | 14 | -66 | .
Cc1oc2ncnc(N)c2c1C | -3 | -0.1 | -2 | 0.29 | 0.2 | 4.4 | 0 | 15 | 0.33
O=C(CN1C2=NCCN2c2ccccc21)C12CC3CC(CC(C3)C1)C2 | 12 | -1.0 | 38 | -9.3* | -1.4 | -1.7 | -14 | -20 | -0.29
COc1ccc(-c2n[nH]c(C)c2-c2cnn(-c3ccccc3)c2)c(O)c1 | 7 | 1.1 | 5 | . | -1.4 | -0.2 | -5 | -18 | .
CCOc1ccc(NC(=O)c2ccc(S(=O)(=O)N(C)C)cc2)cc1 | -10 | 0.0 | -8 | -0.9 | 0.4 | -0.5 | -2 | -9 | -0.25
C=CCSc1nnc2c(n1)OC=Nc1ccccc1-2 | -9 | 0.0 | -1 | 0.064 | -0.6 | 1.4 | 3 | -15 | 0.51
O=[n+]1c2c(n([O-])c3cc(F)c(N4CCCC4)cc31)CCC2 | 2 | -1.0 | 17 | 0.51 | -1.2 | -1.3 | 5 | -20 | 92*
CCN1CCCC1CNC(=O)Cn1cnc2ccc(S(=O)(=O)N3CCC(C)CC3)cc2c1=O (configuration not stated) | 5 | 0.3 | -4 | . | 0.6 | -5.0 | 8 | -24 | .
COc1ccc(OC)c(NC(=O)CCNS(=O)(=O)c2cccs2)c1 | . | -1.9 | 12 | -0.097 | . | -1.3 | 13 | . | -0.78
CC(=O)Nc1ccc(-n2c(C)nc(=O)c(-c3ccccc3)c2C)cc1 | 1 | 2.2 | -2 | 1.3 | -1.1 | -3.6 | -6 | -16 | 0.26
COC(=O)c1ccc(C(=O)OC)c(NC(=O)CN2CCN(c3ccccc3OC)CC2)c1 | 2 | -0.3 | 4 | -0.11 | -2.1 | 0.3 | -1 | 4 | -1.5
Cc1ccc(-n2nnc3c(SCC(=O)NCC4CCCO4)ncnc32)cc1 (configuration not stated) | . | -0.7 | 11 | -2.4* | . | 0.1 | 8 | . | 1.5
CCc1c(C(=O)N2CCOCC2)csc1C | -4 | -0.4 | -6 | -0.027 | -1.0 | -2.7 | 4 | -28 | 0.017
CSc1ccc(-c2c(C#N)c(N)nc3c2c(C)nn3-c2ccccc2)cc1 | 6 | -0.1 | 5 | 0.12 | -1.8 | 1.2 | -14 | 6 | 0.89
O=C1CCCN1CCCN1C(=O)N[C@@H](Cc2ccccc2)C1=O | 0 | 0.4 | 4 | 0.82 | -0.6 | -3.0 | -4 | -8 | 0.047
O=C(CCCNS(=O)(=O)c1cccc2nsnc12)N1CCCCC1 | -2 | 0.7 | -4 | 1.6 | -1.0 | -0.8 | 2 | 4 | -0.66
CCN1C(=O)/C(=C2\SC(=S)N(CCCOC)C2=O)c2ccccc21 | 1 | -1.3 | -24 | 0.96 | -0.7 | -2.4 | -9 | -7 | 0.5

Record cards, from the list above. Order of values: Jurkat viability, HTR1E agonist, 5-HT1A blocker, M1 antagonist, S1P3 agonist, 5HT1a ag, HTR1E antagonist, S1P1 ag pot, M1 ag
CCN1C(=O)/C(=C2\SC(=S)N(CCCOC)C2=O)c2ccccc21 is entered as 1, -1.3, -24, 0.96, -0.7, -2.4, -9, -7, 0.5
CSc1ccc(-c2c(C#N)c(N)nc3c2c(C)nn3-c2ccccc2)cc1 is entered as 6, -0.1, 5, 0.12, -1.8, 1.2, -14, 6, 0.89
O=C(CCCNS(=O)(=O)c1cccc2nsnc12)N1CCCCC1 is entered as -2, 0.7, -4, 1.6, -1.0, -0.8, 2, 4, -0.66
CCN1CCCC1CNC(=O)Cn1cnc2ccc(S(=O)(=O)N3CCC(C)CC3)cc2c1=O (configuration not stated) is entered as 5, 0.3, -4, ., 0.6, -5.0, 8, -24, .
C=CCSc1nnc2c(n1)OC=Nc1ccccc1-2 is entered as -9, 0.0, -1, 0.064, -0.6, 1.4, 3, -15, 0.51

The results go on.
SMILES | Jurkat viability | HTR1E agonist | 5-HT1A blocker | M1 antagonist | S1P3 agonist | 5HT1a ag | HTR1E antagonist | S1P1 ag pot | M1 ag
O=C(CSc1nnc(-c2ccccn2)n1Cc1ccco1)c1ccc(Cl)cc1 | . | -0.1 | 21 | -0.11 | . | -3.3 | 1 | . | -0.094
Cc1ccccc1-c1nc(Cc2ccccc2)no1 | -5 | 0.8 | -20 | -0.12 | -1.3 | -1.1 | -10 | -9 | -0.21
COc1ccc(OC)c(NC(=O)C2CCC(CNc3c(N4CCC(C)CC4)c(=O)c3=O)CC2)c1 (configuration not stated) | 0 | 1.0 | 32 | 0.83 | -1.9 | -0.1 | -16 | -22 | 0.39
CC(=O)Nc1nc2c(ncn2COCCOC(C)=O)c(=O)[nH]1 | 3 | -0.7 | -5 | -0.75 | -0.2 | -2.3 | 5 | 7 | -1.7
CCOC(=O)CC(=O)Nc1ccc(C(=O)OCC)cc1 | 0 | -0.8 | -8 | 0.38 | -0.6 | -5.5 | 1 | 6 | 0.22
COC1CCCCC1NS(=O)(=O)c1ccc(Cl)cc1 (configuration not stated) | 5 | -0.3 | -11 | -0.18 | -1.2 | -3.0 | 0 | -9 | -0.72
CCOc1ccc(-c2nn3c(-c4ccccc4)nnc3s2)cc1 | -2 | -0.2 | -8 | 0.19 | 0.1 | -1.1 | -10 | -26 | -0.77
O=C1OC(N2CCN(C(=O)c3ccco3)CC2)c2ccccc21 (configuration not stated) | 0 | 0.7 | -8 | -3.8* | 0.5 | -0.8 | -2 | -19 | -0.019
c1coc(Cn2nnnc2CN2CCN(C3CCCCC3)CC2)c1 | -8 | 0.0 | -1 | 1.3 | 0.3 | 0.7 | 0 | -6 | 0.76
CN1C(=O)C(=C2CCCCCC2)SC1=S | -2 | -0.3 | 2 | -1.2 | -0.7 | -3.4 | -7 | -4 | -0.28
CC1(C)CC(=O)C2=C(C1)Oc1ncn(CCCO)c(=N)c1C2c1ccccc1 (configuration not stated) | -4 | -0.6 | -12 | 0.3 | -1.0 | -0.7 | -4 | -13 | -0.05
COc1ccc(-c2noc(-c3ccco3)n2)cc1OC | 5 | 0.6 | -2 | -0.032 | -0.7 | -0.3 | -3 | . | 0.73
O=C(COc1ccc(Cl)cc1Cl)NC(=O)N1CCOCC1 | 0 | -0.5 | 2 | 0.98 | -0.5 | -5.2 | 2 | 0 | -0.47
CCOC(=O)N1CCC(N2C(=O)c3ccccc3C2Nc2ccc3c(C)cc(=O)oc3c2)CC1 (configuration not stated) | 6 | 0.9 | 1 | -0.65 | -1.1 | 0.8 | -9 | 1 | -0.9
COc1cc(NC(=O)C2CCCO2)c(C(=O)O)cc1OC (configuration not stated) | -6 | -0.1 | -8 | -0.13 | -0.8 | -1.1 | -5 | -19 | -0.059
Cc1ccccc1C(=O)Nc1ccccc1 | -3 | -0.3 | 3 | 0.045 | -0.6 | 1.3 | -1 | -16 | 0.13

Source: PubChem BioAssay
